KKLEB tox: counter-screen for CF NF-kB inhibitors: cytotoxicity; KKLEB CF airway cells viability, ATPlite luminescence, overnight; stronger effect = lower value; cells stimulated with P. aeruginosa culture filtrate; activity change (cytotoxicity), % at 5 µM; actives 0.36% (n = 360,000); AID 602141;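 active = corrected activity change at or below -50% at 5 µM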
Vif inh: blocks HIV Vif function; HEK293T cells, Vif self-association by quenched fluorescence, imaging, 24 h; inhibition, % at 7.49 µM; actives 0.35% (n = 340,000); AID 602346; in the data active = inhibition above about 50%, passing the limit was not always enough; note: some results filed as inactive read as strong as hits
PDI inh: blocks human protein disulfide isomerase activity; PDI insulin aggregation turbidity, A650, 90 min; P07237; inhibition, % at 10 µM; actives 0.052% (n = 350,000); AID 588391;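 active = mean inhibition across replicates of 30% or more, whatever share of single replicates reach that level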;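 note: absorbance from insulin aggregation driven by PDI reduction with DTT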
Target sequence (P07237 whole entry, looked up): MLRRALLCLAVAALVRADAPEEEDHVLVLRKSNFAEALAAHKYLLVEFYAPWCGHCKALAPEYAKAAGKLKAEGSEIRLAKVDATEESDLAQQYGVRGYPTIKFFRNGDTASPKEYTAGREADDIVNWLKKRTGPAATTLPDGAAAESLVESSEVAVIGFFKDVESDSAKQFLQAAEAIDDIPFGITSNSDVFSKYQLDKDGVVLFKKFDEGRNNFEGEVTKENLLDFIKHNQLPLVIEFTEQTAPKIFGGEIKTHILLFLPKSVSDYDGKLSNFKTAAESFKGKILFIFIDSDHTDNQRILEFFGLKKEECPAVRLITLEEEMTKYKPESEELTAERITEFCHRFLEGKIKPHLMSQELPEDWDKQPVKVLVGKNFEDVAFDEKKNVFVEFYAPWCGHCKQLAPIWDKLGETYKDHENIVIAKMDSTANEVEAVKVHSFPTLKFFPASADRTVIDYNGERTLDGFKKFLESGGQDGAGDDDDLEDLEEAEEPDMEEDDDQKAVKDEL
NR2E3 ag-1: human photoreceptor-specific nuclear receptor agonism. Q9Y5X4. AID 602229. inhibition of corepressor binding, % at 3.98 µM. actives 0.35% (n = 360,000). CHO-S Gal4-NCOR/VP16-NR2E3 two-hybrid, luciferase;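 active = inhibition above the mean of all tested compounds plus 3 SD, cut at about 70% in these data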;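 note: 0% = DMSO with NR2E3 transfected cells and 100% = cells lacking NR2E3 construct; higher means lower luciferase signal from less NR2E3 corepressor binding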
Target sequence (Q9Y5X4 whole entry, looked up, the tested form may be a part): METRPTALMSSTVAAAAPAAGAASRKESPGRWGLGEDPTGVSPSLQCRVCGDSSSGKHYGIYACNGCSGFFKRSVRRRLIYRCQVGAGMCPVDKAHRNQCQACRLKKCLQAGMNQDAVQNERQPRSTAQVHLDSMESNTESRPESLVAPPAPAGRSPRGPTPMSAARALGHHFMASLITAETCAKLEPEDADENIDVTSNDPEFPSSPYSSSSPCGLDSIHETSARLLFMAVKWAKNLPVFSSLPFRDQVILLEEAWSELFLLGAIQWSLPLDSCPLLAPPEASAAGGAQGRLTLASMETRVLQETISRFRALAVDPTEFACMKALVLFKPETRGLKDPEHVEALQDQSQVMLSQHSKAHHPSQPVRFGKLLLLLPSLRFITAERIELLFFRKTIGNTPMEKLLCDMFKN
HIF-2a inh: HIF-2a inhibition; 786-0 RCC cells HIF-2a reporter, luciferase luminescence, overnight; inhibition, % at 18.8 µM; actives 0.72% (n = 360,000);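 active = inhibition of the luminescence signal of 40% or more relative to plate controls, in a single-dose primary screen at 18.75 µM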
Shn3 inh set2: Schnurri-3 reporter inhibition in Clone20 osteoblasts; Clone20 osteoblast Shn3 3'UTR firefly luciferase, 24 h; inhibition, % at 12.5 µM; actives 0.52% (n = 360,000); AID 588674;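 active = mean inhibition of at least 75% with every replicate also reaching 75%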;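 note: 0% = median of neutral control wells and 100% = pilot-screen positive control compound; some compounds past the cut are filed as inactive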
CaV13 ICDI inh: Disruptors of the CACNA1D IQ motif to Ca2+-dependent inactivation inhibitor domain association, primary screening, Förster resonance energy transfer in intact living …; HEK cells, CFP/YFP FRET ICDI-IQ, plate reader, 10 min; percent FRET-ratio fall versus neutral wells; inhibition, % at 12.3 µM; actives 0.098% (n = 340,000); AID 743397;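 active = mean replicate inhibition of at least 30% and at least 1% of replicates passing that level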;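 note: 0% = median of the neutral control wells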
Peg3 promoter: reduces Peg3 promoter-driven luciferase expression in HeLa | actives 1.7% (n = 360,000) | inhibition, % at 20 µM | AID 588405 | HeLa PEG-Prom luciferase reporter, luminescence, overnight;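 active = inhibition of at least 50% at 20 µM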
CF NFkB block: cystic fibrosis NF-kB activation inhibition | actives 0.86% (n = 360,000) | KKLEB NF-kB-GFP reporter, PAF-induced, GFP fluorescence overnight | inhibition, % at 5 µM;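 active = at least 50% inhibition at 5 µM, scaled per plate between neutral and stimulator controls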;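 note: PAF is a Pseudomonas aeruginosa culture filtrate used as stimulus; plate controls were PAF-stimulated DMSO wells for no effect and unstimulated DMSO wells for full effect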
MITF TRPM1 inh: reduces MITF-dependent TRPM1 promoter luciferase signal. actives 0.83% (n = 330,000). SK-MEL-5 TRPM1 promoter luciferase, 24 h. inhibition, % at 12.5 µM. AID 488899;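 active = mean inhibition across replicates of 60% or more, whatever share of single replicates reaches that level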; note: values of inactives mirror those of a sister screen read the other way
NR2E3 ag-2: NR2E3 (human) agonism; actives 0.12% (n = 320,000); AID 2300; Q9Y5X4; inhibition of corepressor binding, % at 4.78 µM; GST-NR2E3/biotin-RetCOR TR-FRET, 1536-well;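 active = percent inhibition above the cutoff of mean plus 3 SD of all tested compounds, set per screening campaign, cut at about 20% in these data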;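 note: 0% = DMSO wells and 100% = biotin wells as full block of FRET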
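Material: NR2E3–RetCOR corepressor complex / Incubation: Compound–protein incubation for 5 h at 4 °C / Dosing: compound at 4.8 µM, single dose / Detection: time-resolved FRET / Benchmarks: high control biotin, low control 0.6% DMSO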
* marks the source's active call; other numbers are inactive results; nt = not tested or not shown.

SMILES	KKLEB tox	Vif inh	PDI inh	NR2E3 ag-1	HIF-2a inh	Shn3 inh set2	CaV13 ICDI inh	Peg3 promoter	CF NFkB block	MITF TRPM1 inh	NR2E3 ag-2
CCOC(=O)c1c(SC)n(-c2ccccc2)c(=S)n(-c2ccccc2)c1=O	-7	6	0	-20	18	6	-4	1	8	10	nt
O=C(CSc1ccccc1F)Nc1ccc2c(c1)OCO2	-12	1	-9	-5	-277	-44	-4	-310	-3	-96	nt
CCCCCCCC1=NN(c2ccc(S(=O)(=O)O)cc2)C(=O)C1N=O (configuration not stated)	-11	-4	-1	-4	10	-1	-6	-12	12	nt	nt
C=CCN(C(=O)CCC(=O)Nc1cc(C)on1)C(C(=O)NC1CCCC1)c1ccc(OC)cc1OC (configuration not stated)	7	-4	7	-13	1	16	-4	12	-3	3	4
Cc1n[nH]c(=O)c2ccccc12	2	3	3	-15	16	-10	-2	19	-21	1	1
CC(NC(=O)CSc1nc2ccccc2c(=O)n1CCCO)c1ccccc1 (configuration not stated)	-5	-1	-2	-18	-45	-29	-9	-22	4	-3	-3
Cc1ccc(/C=C2/SC(=S)N(CCC(=O)N3CCN(C)CC3)C2=O)cc1	-2	1	-2	0	12	-39	-2	9	4	-8	2
O=C(N/N=C/c1ccc([N+](=O)[O-])o1)c1ccccc1NS(=O)(=O)c1cccs1	9	-6	1	-5	1	nt	-4	-5	-18	-19	6
CC(C)C(NC(=O)C1CCCCC1)C(=O)Nc1ccncc1 (configuration not stated)	-2	-1	-9	1	23	-7	-2	11	4	1	0
CN(Cc1ccc(F)cc1)C(=O)c1ccc(NS(=O)(=O)c2ccccc2)cc1	-6	10	-6	17	0	-3	-6	11	0	-11	-4
CC(=O)c1cccc(NC(=O)N2CCC(NC(=O)c3ccco3)CC2)c1	10	-3	3	-30	12	16	-18	11	-31	4	-2
CCC(=O)OC1(C)C(=O)C=C2C=C(c3ccc(C#N)cc3)OC=C2C1=O (configuration not stated)	8	-1	5	13	8	-11	-11	0	-4	1	-1
c1ccc(-c2noc(-c3ccc4c(c3)OCO4)n2)nc1	-45	-2	-1	-25	80*	75	nt	87*	-6	92*	4
CCOc1ccccc1NC(=O)CSc1nnc(-c2cccnc2)o1	9	11	8	6	0	-1	-6	-28	-33	9	6
COc1ccc(CCNC(=O)Cc2cccs2)cc1	4	-1	-5	-23	-27	-11	-3	15	-8	0	4
NNc1nnc(-c2ccccc2)c(-c2ccccc2)n1	4	-5	5	-4	21	-7	nt	-7	3	4	2
COc1ccc(CC(=O)N(Cc2cc3cc(OC)ccc3[nH]c2=O)C(C)C)cc1	5	-9	10	-22	17	0	-5	4	-5	10	3
Brc1cc(Br)c2nc3c(cc2c1)CCC3	-1	7	-6	-39	-1	-4	-21	-12	2	7	18
CCc1ccc(OCc2n[nH]c(=S)n2C(C)CCCC(C)C)cc1 (configuration not stated)	23	1	-3	-8	8	32	-6	111*	-2	-3	0
Cn1c2ccccc2c2cnn(CC(=O)O)c(=O)c21	2	-3	12	11	4	12	-5	13	-3	-3	1
CCN(C(=O)C(C)Sc1ccc(S(=O)(=O)N2CCOCC2)cn1)c1ccccc1 (configuration not stated)	-1	2	-1	-14	7	12	-7	23	-8	-4	4
CSc1cccc(NC(=S)N2CCC(N(C)C3CCCCC3C)CC2)c1 (configuration not stated)	15	-1	-2	19	10	-9	-15	-4	-23	-12	-3
O=C(Nc1ccccc1)c1cnc[nH]1	2	-7	2	-32	-132	-27	nt	-92	-13	-12	0
COc1ccc(NC(C)=O)cc1NS(=O)(=O)c1ccc2c(c1)OCCO2	-4	7	5	-10	-2	4	-4	10	-9	-5	0
N=c1n(Cc2ccc(Cl)cc2)c2ccccc2n1CC(O)COc1ccccc1 (configuration not stated)	-50	-3	5	17	-22	86*	-5	101*	34	94*	-1
COc1ccc(NC(=O)CSc2ccc(C)cc2)cc1	-6	-3	8	-2	-176	-57	-5	-181	6	-54	-1
CCCCOc1ccc(C(=O)Nc2ccc(OCC(=O)N3CCOCC3)cc2)cc1	-22	-12	3	-12	-163	-24	-9	-158	-10	-44	1
CCCCC(=O)Nc1cc(C(=O)NCCc2ccccc2)ccc1Cl	-2	-7	-8	-38	-36	-59	nt	-199	-11	-119	0
CCc1ccccc1NC(=O)c1cc(C2CC2)on1	-8	nt	nt	-57	-100	-10	-6	-52	-3	nt	0
N#CC1=C(N)Oc2cc(O)ccc2C1c1cccnc1 (configuration not stated)	4	nt	7	0	9	8	-4	6	-17	-2	1

A run of entries from the list above:
SMILES	KKLEB tox	Vif inh	PDI inh	NR2E3 ag-1	HIF-2a inh	Shn3 inh set2	CaV13 ICDI inh	Peg3 promoter	CF NFkB block	MITF TRPM1 inh	NR2E3 ag-2
COc1ccc(NC(=O)CSc2ccc(C)cc2)cc1	-6	-3	8	-2	-176	-57	-5	-181	6	-54	-1
CCCCOc1ccc(C(=O)Nc2ccc(OCC(=O)N3CCOCC3)cc2)cc1	-22	-12	3	-12	-163	-24	-9	-158	-10	-44	1

(further entries)
SMILES	KKLEB tox	Vif inh	PDI inh	NR2E3 ag-1	HIF-2a inh	Shn3 inh set2	CaV13 ICDI inh	Peg3 promoter	CF NFkB block	MITF TRPM1 inh	NR2E3 ag-2
CC(=O)Nc1ccc(C(=O)N2CCCCC2c2cc(C(=O)NCc3cccnc3)no2)cc1 (configuration not stated)	14	16	-1	-4	8	-8	-7	-2	-22	nt	nt
CC(=O)c1c(N2CCN(CCO)CC2)nc(=S)n(-c2ccccc2)c1C	6	-2	-2	11	-6	21	-6	-2	-2	19	-1
Cc1nc(CS(=O)(=O)c2ccc(Cl)cc2)cc(Sc2ccc(Cl)cc2)n1	1	-3	2	-37	17	-7	-1	18	-6	0	2
Cc1cc(C(=O)NCc2ccccc2Cl)c2ccccc2n1	8	-4	-3	-85	7	17	-4	9	-17	14	-1
CCOC(=O)NN=C1CN(S(=O)(=O)c2ccc(C)cc2)C1	2	0	2	-23	-4	3	-3	8	-7	-5	6
Cc1ccc(-n2cc(CN(C)Cc3ncc[nH]3)c(-c3cccc(C)c3)n2)cc1	-12	5	-3	-10	-30	10	-5	-6	-5	-9	4
CN1C(C(=O)NCCc2cccs2)CC2Cn3c(nc4cc(Cl)c(Cl)cc43)C21 (configuration not stated)	-5	2	4	1	12	8	-4	6	-12	2	-1
COc1ccc(/C=N/NC(=O)c2cccc(COCC(F)(F)C(F)F)c2)cc1	-1	-7	-4	9	-36	-4	-2	-27	0	7	-4
CCCOc1ccccc1NC(=O)CC1Nc2ccccc2NC1=O (configuration not stated)	9	nt	-8	-8	-4	23	nt	14	-8	12	-3
COc1ccc(CCn2cnc(=O)c(C#N)c2C)cc1OC	-4	-2	0	13	9	3	-3	-1	-16	-4	1

Part of the list above in order of heavy-atom count, high to low:
SMILES	KKLEB tox	Vif inh	PDI inh	NR2E3 ag-1	HIF-2a inh	Shn3 inh set2	CaV13 ICDI inh	Peg3 promoter	CF NFkB block	MITF TRPM1 inh	NR2E3 ag-2
CC(=O)Nc1ccc(C(=O)N2CCCCC2c2cc(C(=O)NCc3cccnc3)no2)cc1 (configuration not stated)	14	16	-1	-4	8	-8	-7	-2	-22	nt	nt
CCCCOc1ccc(C(=O)Nc2ccc(OCC(=O)N3CCOCC3)cc2)cc1	-22	-12	3	-12	-163	-24	-9	-158	-10	-44	1
N=c1n(Cc2ccc(Cl)cc2)c2ccccc2n1CC(O)COc1ccccc1 (configuration not stated)	-50	-3	5	17	-22	86*	-5	101*	34	94*	-1
CN1C(C(=O)NCCc2cccs2)CC2Cn3c(nc4cc(Cl)c(Cl)cc43)C21 (configuration not stated)	-5	2	4	1	12	8	-4	6	-12	2	-1
Cc1nc(CS(=O)(=O)c2ccc(Cl)cc2)cc(Sc2ccc(Cl)cc2)n1	1	-3	2	-37	17	-7	-1	18	-6	0	2
CCCCC(=O)Nc1cc(C(=O)NCCc2ccccc2)ccc1Cl	-2	-7	-8	-38	-36	-59	nt	-199	-11	-119	0
Cc1cc(C(=O)NCc2ccccc2Cl)c2ccccc2n1	8	-4	-3	-85	7	17	-4	9	-17	14	-1
CCOC(=O)NN=C1CN(S(=O)(=O)c2ccc(C)cc2)C1	2	0	2	-23	-4	3	-3	8	-7	-5	6
COc1ccc(NC(=O)CSc2ccc(C)cc2)cc1	-6	-3	8	-2	-176	-57	-5	-181	6	-54	-1
CCc1ccccc1NC(=O)c1cc(C2CC2)on1	-8	nt	nt	-57	-100	-10	-6	-52	-3	nt	0

Later entries
SMILES	KKLEB tox	Vif inh	PDI inh	NR2E3 ag-1	HIF-2a inh	Shn3 inh set2	CaV13 ICDI inh	Peg3 promoter	CF NFkB block	MITF TRPM1 inh	NR2E3 ag-2
Cc1ccc(C)c(N2CCN(C(=O)CCc3nc(-c4cccc(Br)c4)no3)CC2)c1	10	nt	3	-11	4	-11	-4	2	-14	7	nt
Cc1c(NC(=O)COC(=O)c2cccn2C)c(=O)n(-c2ccccc2)n1C	1	-1	4	-21	11	-10	-15	0	-26	2	nt
Cc1ccc(OCC(=O)Nc2ccncc2)cc1	-2	2	-5	-6	-47	30	-20	-33	5	-12	nt
CCCCc1nn(-c2cc(Cl)ccc2OC)c2c1C(=O)CC(C)(C)C2	4	-22	0	7	6	11	-6	32	2	-14	0
O=C(NCC(=O)N(Cc1cccs1)C(C(=O)NC1CCCC1)c1cccnc1)c1ccco1 (configuration not stated)	-4	23	14	-8	3	4	-1	15	2	-16	-3
CCOC(=S)SCC(=O)N1CCc2ccccc2C1C1C(=O)CC(C)(C)CC1=O (configuration not stated)	4	2	-4	-26	18	5	1	12	-5	13	0
CC(=O)c1ccc(OCC(=O)N(C)CC(=O)Nc2ccc(N3CCOCC3)cc2)cc1	-35	-2	3	-13	-5	-2	-5	-2	7	8	2
CN(C)c1ccc(S(=O)(=O)N2CCCCC2)cc1NC(=O)CN1C(=O)NC2(CCCC2)C1=O	8	6	-3	1	7	-3	-6	21	-20	-2	0
CCC(=O)Nc1nnc(SCCN2CCOCC2)s1	4	2	14	-58	-34	-41	-2	-34	-6	-60	1
CCC(=O)N1CCCc2cc(S(=O)(=O)N3CCCc4ccccc43)ccc21	-2	-6	-3	9	8	27	1	12	3	14	3
CC1CCCCC1NC(=O)C1CC=CCC1C(=O)O (configuration not stated)	0	13	-4	-29	9	-107	-19	14	3	8	-2
Cc1ccccc1COc1ccc(/C=N/NC(=O)c2nnn(-c3nonc3N)c2CN2CCC(C)CC2)cc1	9	-5	-2	-42	-106	51	-7	-79	0	-7	-3

From PubChem
